# Bioassay records from PubChem.
# GALK inh: inhibitors of human galactokinase; Purified GALK, Kinase-Glo residual ATP luminescence; Potency, µM (series often up to 57.5 µM), for inactives: at the highest dose activity change, negative = inhibition, hits mostly inhibitors; 270,000 compounds, 0.007% hits; P51570; AID 1868; also: potency is read from the fitted curve at half-maximal effect; % is scaled to controls: 0 for no effect and ±100 for the full control effect
#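 5 nM enzyme, 35 uM ATP, 100 uM galactose, 20 mM HEPES pH8.0, 5 mM MgCl2; 1 h RT; residual ATP by Kinase-Glo Plus luminescence, qHTS format.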
# MBNL1 CUG block: inhibitors of human MBNL1 binding to CUG repeat RNA. AID 2675. 280,000 compounds, 0.036% hits. TR-FRET MBNL1-His/biotin-(CUG)12 binding, 665/545 ratio. Potency, µM (highest dose often 57.5 µM), without a hit: at the top dose activity change, negative = inhibition, actives largely listed as inhibitors. Q9NR56; active = well fitted inhibition curve with a large enough effect in the signal ratio, with a control signal flat, not every such curve was filed as active; inconclusive = small, poorly fitted or top-dose-only effect, or effect the other way, or a change in a side signal; inactive = no such curve, though single readings can be large or run the other way; the % refers to the signal ratio; also: potency is read from the fitted curve at half-maximal effect; % is scaled to controls: 0 for no effect and ±100 for the full control effect
#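 Inhibition of protein-RNA binding appears as loss of TR-FRET between terbium anti-His antibody on MBNL1-His and streptavidin-XL665 on biotin-(CUG)12. Activity is normalized to buffer-only and uninhibited-complex controls.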
# FBPA coupling cs: coupling enzyme interference in Giardia aldolase counter-screen | coupling enzyme system counterscreen, AmpLite Red fluorescence | activity change, negative = inhibition, % at 58.2 µM, hits read low | 290,000 compounds, 0.67% hits; in the data active = activity change below about -30%; also: % is scaled to controls: 0 for no effect and ±100 for the full control effect
#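 Activity here indicates interference with the coupling reaction, not aldolase inhibition. Compounds at 57.5 uM final met coupling enzymes for 10 min at RT; substrate and AmpLite Red detection followed, with a 525/598 nm fluorescence read after 20 min.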
# TRPV1 agonist: activates the human vanilloid receptor TRPV1. TRPV1-expressing cells, Fluo-8 calcium influx, agonist mode. activation, % at 8.33 µM. 320,000 compounds, 0.19% hits; in the data active = activation above about 80%; inconclusive = between about 30% and that limit; also: 0% is about no effect
#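 TRPV1-expressing cells were cultured overnight at 35.5C and loaded with Fluo-8 calcium dye for 40 to 90 min at room temperature. After a 10 s baseline, compound was added and calcium influx was read kinetically for 3 min (ex 480/em 520 nm).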
# S-ASM inh: inhibitors of human secretory acid sphingomyelinase; P17405; placental ASM, HMU-PC fluorogenic substrate, 60 min; Potency, µM (doses to about 57.5 µM), for the others: top-dose activity change, negative = inhibition, actives largely listed as inhibitors; 340,000 compounds, 0.006% hits; AID 504937; also: potency is read from the fitted curve at half-maximal effect
#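 Human placenta-derived ASM enzyme was preincubated with compound for 10 minutes at room temperature, then given fluorogenic substrate HMU-PC0 (9 uM final) for 60 minutes at 37 °C; a pH 10 stop preceded fluorescence reading at Ex 386/Em 447 nm.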
# MLL CXXC-DNA inh: MLL CXXC-DNA interaction inhibition; MLL-CXXC / FITC-HOXA9 DNA fluorescence polarization; Potency, µM (titrated, usually from 115 µM), for inactives: top-dose activity change, negative = inhibition, usual class: inhibitors; 290,000 compounds, 0.037% hits; AID 2662; active = well fitted inhibition curve with a large enough effect in the polarisation, with a control signal flat, not every such curve was filed as active; inconclusive = small, poorly fitted or top-dose-only effect, or effect the other way, or a change in a side signal; inactive = no such curve, though single readings can be large or run the other way; the % refers to the polarisation; also: potency is read from the fitted curve at half-maximal effect
#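 Fluorescence polarization: 7 uM MLL-CXXC (stock) preincubated 5 min with compounds, then 50 nM fluorescein-HOX-A9 DNA (stock) added; 30 min ambient. Buffer 50 mM Tris-HCl pH 7.5, 50 mM NaCl, 1 mM DTT, 0.05% BSA.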
# KCNH2 3.1 inh: blocks the human KCNH2 3.1 channel isoform | U2OS KCNH2 3.1, thallium flux FluxOr; stronger effect = lower value | activity change, % (tested at about 1.8 µM) | 340,000 compounds, 0.95% hits | AID 720553;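 active = maximum activity change below -70%; inconclusive = maximum activity change from -70% to -50%; inactive = maximum activity change above -50%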;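 also: thallium influx rate constant from kinetic fluorescence after stimulation buffer; % is scaled to controls: 0 for no effect and ±100 for the full control effect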
#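 We transduce U2OS cells with the mutant 3.1 virus, culture them overnight, load FluxOr with Red40 quencher for 45 min, then add stimulation buffer and read kinetically for 2 min to derive a normalized rate constant.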
# AT treatment: potential ataxia-telangiectasia treatment; AID 485349; […] A-T fibroblasts, KAP-1 phosphorylation AlphaLISA; neocarzinostatin DNA damage 30 min before lysis; Potency, µM (doses to about 57.5 µM), inactives show at the highest dose activation, most hits filed as activators; 320,000 compounds, 0.19% hits; also: potency is read from the fitted curve at half-maximal effect; % of control where 0% means no effect; nearly all actives have a fitted effect of over 45% in size
#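 hTERT-immortalized A-T patient fibroblasts ([…]), 500 cells/well in OPTI-MEM, 1% FBS, got compounds for 60 min, then NCS for 30 min at 37C. Lysates were then assayed for phospho-KAP-1 by AlphaLISA (anti-pKAP1 donor, anti-KAP1 acceptor beads), 6 hr at 25C.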
# hERG WT inh: inhibitors of human wildtype KCNH2 potassium channel. activity change, % at 1.84 µM. AID 720551. U2OS, BacMam KCNH2, thallium flux FluxOr; stronger effect = lower value. 340,000 compounds, 0.37% hits. Q12809;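 active = maximum activity change below -70%; inconclusive = maximum activity change between -70% and -50%; inactive = maximum activity change above -50%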; also: % is scaled to controls: 0 for no effect and ±100 for the full control effect
#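 U2OS cells were transduced with wild-type KCNH2 virus (2.03 x 10^8 / mL) for 4 h at room temperature, then cultured overnight at 37 C. Thallium flux was read with FluxOr dye. Rate constants were normalized to DMSO controls.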
# a7 integrin act: activates integrin-mediated alleviation for muscular dystrophy | alpha7betagal myoblasts, beta-gal FDG fluorescence, 48 h | Potency, µM (titrated, usually from 38.3 µM), inactives show at the highest dose activation, actives largely listed as activators | 350,000 compounds, 0.064% hits | AID 624291;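 also: potency is read from the fitted curve at half-maximal effect; 100% = response of the positive control SU9516; nearly all actives have a fitted effect of over 60% in size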
#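 alpha7betagal+/- myoblasts (passage 13, 250/well) treated 48 h at 37C with compounds at 1:260 dilution of DMSO stock. Lysed, then beta-galactosidase activity read as FDG fluorescence (ex 480/em 540) after 30 min, with pre-read for autofluorescence.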
# * = called active by the depositor; i = inactive; ? = inconclusive; . = no result given; & = joins results of further samples; [ ] = remark or other dose. Unless noted, calls follow the shape of the dose curve; as a rule, active = well fitted curve in the direction sought with a large enough effect; inconclusive = small, poorly fitted or top-dose-only effect, or another doubt; inactive = no such curve, though single readings can be large; an effect the other way counts as inactive or inconclusive.
# Each structure is followed by: GALK inh	MBNL1 CUG block	FBPA coupling cs	TRPV1 agonist	S-ASM inh	MLL CXXC-DNA inh	KCNH2 3.1 inh	AT treatment	hERG WT inh	a7 integrin act
O=C(Nc1nc2n(n1)C(c1ccc(Cl)cc1)CC(c1ccc(Cl)cc1)N2)c1ccco1 (configuration not stated)
    0%	?	2	0	-9%	35%[activator]	-28	-2%	-37	12%
Cc1ccc(NC(=O)CCCn2c(=S)[nH]c3ccsc3c2=O)cc1C
    -2%	6%	2	-1	6%	10%	9	4%	2	7%
CCOC(=O)C1CCN(C(=O)Cn2nc(C)n3c(cc4cc(F)ccc43)c2=O)CC1
    7%	20%	2	0	2%	14%	-1	4%	18	18%
Cc1cccc(OCCSCc2nc3ccccc3[nH]2)c1
    1%	-5%	.	?	5%	0%	-7	-5%	-1	-14%
O=C(CC1NCCNC1=O)OCCCc1ccccc1 (configuration not stated)
    1%	-2%	2	.	4%	-3%	-14	1%	23	-7%
O=C(CSc1ccc(-c2ccco2)nn1)NCc1ccc(F)cc1
    0%	8%	7	1	-1%	-2%	0	1%	4	6%
Clc1cnc(N/N=C/c2ccncc2)c(Cl)c1
    1%	?	-2	6	-2%	20%	-7	-1%	-1	-19%
Cc1nn(C)c(C)c1C(C)NC(=O)c1cc(COc2ccc(F)c(F)c2)on1 (configuration not stated)
    1%	3%	.	0	2%	15%	4	2%	-7	24%
Cn1c2ccccc2c2c(C(=O)N3CCN(c4ccccn4)CC3)cn(C3CCCC3)c(=O)c21
    4%	3%	1	28	11%	1%	1	.	1	-11%
CCCn1c(SCC(=O)N2N=C3/C(=C/c4ccc(OC)cc4)CCCC3C2c2ccc(OC)cc2)n[nH]c1=O (configuration not stated)
    0%	.	-2	1	-24%	4%	-2	-1%	-2	-49%[inhibitor]
CC1CCCN(S(=O)(=O)c2ccc(C(=O)Nc3nnc(C4=COCCO4)o3)cc2)C1 (configuration not stated)
    4%	2%	1	-15	.	-28%	.	?	.	.
Cc1ccc(-n2c(Cn3c(C)nc4ccccc43)n[nH]c2=S)cc1
    -3%	?	1	-3	-1%	-3%	-10	14%	.	?
COc1ccc(CC(=O)Nc2ccncc2Cl)cc1
    7%	-8%	.	-1	3%	-13%	-6	2%	4	-51%[inhibitor]
O=c1c2ccccc2n(Cc2ccc(Cl)cc2)c(=O)n1Cc1ccco1
    0%	4%	2	3	-10%	5%	-22	-3%	25	-14%
COc1ccc(Nc2nc(-c3sc(C)nc3C)cs2)cc1
    .	11%	-7	-3	-7%	-3%	1	4%	-20	0%
CCOc1cc(/C=C(\CC(=O)O)c2nc3ccccc3s2)ccc1OC
    10%	10%	7	-6	48%	12%	-18	-3%	8	-17%
CCOCC(=O)N1CCc2ccccc21
    0%	-5%	1	-1	-2%	4%	-21	-3%	-8	-17%
CCN1CCN(C(=O)c2ccc3c(c2)N(Cc2ccccc2)C(=O)c2ccccc2S3(=O)=O)CC1
    .	8%	1	-1	5%	.	1	-8%	4	-19%
Cc1ccc(C(=O)CCS(=O)(=O)c2ccc(Br)cc2)cc1
    -2%	-7%	-1	6	-2%	?	-12	-9%	-4	-8%
COc1nc(-c2ccccc2)cc(-c2ccc(OC)c(OC)c2)n1
    1%	8%	1	11	22%	-5%	1	?	-7	20%
CCc1ccc(OCC(=O)Nc2ncc3c(n2)CC(C)(C)CC3=O)cc1
    1%	5%	-2	8	-5%	1%	-36	2%	-4	1%
CCN(CC)CCC(c1cc(OC)c(OC)c(OC)c1)c1c(O)cc(OC)cc1OC (configuration not stated)
    3%	-10%	3&0	-1	-2%	10%	17	3%	-14	19%
CCC(C)[C@H]1CN=C(N)N1CCc1cccc(F)c1 (some centres not stated)
    .	.	.	.	0%	.	8	.	14	-4%
CCN(CC(=O)Nc1c(F)cccc1F)C(=O)CCN1C(=O)c2cccc([N+](=O)[O-])c2C1=O
    .	.	.	0	-4%	.	2	-2%	3	-9%
COc1ccc(CNC(=O)CC2C(=O)NCCN2CC(C)(C)C)c(OC)c1 (configuration not stated)
    1%	3%	-4	0	12%	10%	8	4%[11.5 µM]	-2	13%
COc1cccc(CSc2nnc(-c3ccncc3)n2C)c1
    -3%	-4%	-1	-2	-1%	-4%	4	3%	-3	1%
COc1cccc(NC(=O)c2nn(-c3ccc(OC)cc3OC)c(=O)c3ccccc23)c1
    0%	-2%	3	-2	0%	-10%	0	-4%	.	15%
COc1ccc(/C=C/C(=O)c2cc(Br)ccc2OC(=O)c2ccco2)cc1OC
    .	164%[activator]	-1	1	0%	0%	32	11%	7	6%
Cc1ccc(NC(=O)N2CCC(C(=O)NCC(C)C)CC2)cc1
    4%	4%	4	0	2%	9%	5	-3%	4	0%
O=C(Cn1ccc([N+](=O)[O-])n1)NCc1cccs1
    -2%	19%	1	-1	-1%	4%	3	1%	-1	-21%
Cc1nc2ccc(S(=O)(=O)Nc3ccc(-c4nc5cccnc5s4)cc3)cc2s1
    .	13%	11	1	i	25%	13	23%	-8	12%
COc1ccc(CNCCS(=O)(=O)NC2CCCC2)cc1
    .	.	.	.	4%	.	9	8%	-11	1%
CCn1c(SCC(=O)N2CCC(C)CC2)nc2c(c1=O)SC(C)C2 (configuration not stated)
    5%	5%	6	2	4%	-7%	34	-2%	20	-50%[inhibitor]
Cc1[nH]n(C(N)=S)c(=O)c1N=Nc1ccc(S(=O)(=O)N2CCCCCC2)cc1
    -3%	?	1	1	-11%	-4%	-26	-2%	-2	10%
Cc1ccc2[nH]c(=O)c(CN(CCCN(C)C)C(=O)Nc3ccc(Cl)cc3)cc2c1
    0%	-2%	2	-1	-1%	12%	?	-2%	7	-65%[inhibitor]
Cc1cc(C)n(C(=O)CN(C)S(=O)(=O)c2ccc([N+](=O)[O-])cc2)n1
    -2%	?	1	1	0%	4%	2	-30%	6	?
Cc1ccccc1S(=O)(=O)Cc1ccc(C(=O)NC(C)c2ccccc2)o1 (configuration not stated)
    4%	-20%	0	-1	3%	4%	32	5%	-1	10%
CCCOc1ccc(C(=O)NNC(=S)NC(C)=O)cc1
    .	0%	-4	-1	-1%	-2%	-3	3%	-8	-34%
Cn1nc(C(F)(F)F)c(C(=O)Nc2cccc(C(F)(F)F)c2)c1SCc1ccc(Cl)cc1
    0%	3%	-8	9	?	3%	-7	1%	-11	2%[7.66 µM]
CN(C)C(CNC(=O)c1cccc(S(=O)(=O)N2CCN(c3ccccc3)CC2)c1)c1ccccc1 (configuration not stated)
    .	.	.	.	-2%	.	-9	.	15	-20%
COCCCN1C(=O)C(=O)/C(=C(/O)c2ccc(S(=O)(=O)N3CCCCC3)cc2)C1c1ccc(O)c(OC)c1 (configuration not stated)
    -4%	?	.	-2	-5%	-1%	4	-2%	-10	28%
Cc1nccn1-c1cc(C(C)(C)C)nc2c(-c3ccccc3)cnn12
    0%	.	4	4	-6%	4%	4	-3%	-16	0%
O=C(NCC(=O)N(c1ccc(F)cc1)C(C(=O)NC1CCCC1)c1cccnc1)c1ccco1 (configuration not stated)
    0%	-8%	1	-1	1%	16%	-6	-2%	20	17%
Cc1cc(CC(=O)O)c2oc(-c3ccoc3)cc(=O)c2c1
    .	.	.	.	-2%	.	0	.	3	?
Cn1nc(-c2ccccc2)c(C(=O)Nc2ccc(C(F)(F)F)cc2)c1Cl
    1%	-8%	0	5	-1%	-3%	-73*	2%	-5	-28%
Cc1cc2c3c(c1C)C(=O)C(=O)N3C(C)(C)CC2C (configuration not stated)
    0%	?	1	1	-1%	4%	14	4%	0	-18%
Cc1cc(NC(=O)c2cc(-c3ccco3)on2)nn1Cc1ccc(Cl)cc1
    -1%	3%	6	4	-5%	3%	12	1%	-16	-14%
Cc1cc(C)nc(Nc2nc(-c3ccccc3)cs2)n1
    -2%	-5%	-5	0	-1%	0%	-8	5%	-14	-17%
CCC(C)N(C(=O)COC(=O)COc1c(C)cc(C)cc1C)C1CCS(=O)(=O)C1 (configuration not stated)
    .	.	.	-2	4%	.	-8	4%	-47	-3%
CC(=O)c1cc(-c2ccccc2)n(CC(=O)N2CCCC2)c1C
    -2%	-3%	2	-1	6%	-3%	.	-1%	8	-4%
